T cell modulator – T cell immune modulation candidate | 2C CD8+ T cell-vesicle binding, flow cytometry; hits give low values | calls only at 7 µM | actives 0.068% (n = 330,000) | AID 2052;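 active = response, share of CD8 T cells binding vesicles, and their 90th percentile fluorescence all below set limits, cut at about 80% in these data, passing the limit was not always enough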
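Assay system: 2C TCR transgenic mouse naive CD8+ T cells, MACS-purified | Read-out: CD8+ gate FL2 mean fluorescence as % of same-row positive control | Signal: High-throughput flow cytometry with anti-B7-1 and anti-CD8 staining | Timing: Binding step 1.5 h, 37 °C, antibody labelling 20 min, ice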
GPR55 activation – GPR55 agonists via beta-arrestin recruitment, primary screen, imaging, U2OS cells, beta-arrestin-GFP redistribution (AID 1961); U2OS GPR55 beta-arrestin-GFP redistribution imaging; higher % means a stronger effect; activation, % at 10 µM, or EC50 in µM where a hit was titrated; actives 0.048% (n = 290,000);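 active = activation above 40% with more than 50 cells counted in the well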;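 also: U2OS osteosarcoma cells stably expressing GPR55 and beta-arrestin-GFP; plate controls were DMSO negative control for no effect and LPI positive control for full effect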
SV40 large T antigen – TAg ATPase/helicase activity blockers – biochemical (AID 1903). SV40 large T antigen ATPase/helicase inhibition assay; higher % means a stronger effect. one-dose inhibition, % at 20 µM; IC50 in µM for titrated hits. actives 0.39% (n = 310,000); in the data active = a potency from the dose series; also: strong numbers were not always called active
GPR35 arrestin U2OS – inhibition of zaprinast-stimulated GPR35 beta-arrestin translocation – imaging, U2OS, beta-arrestin-GFP, zaprinast agonist, primary screen (AID 2058); U2OS GPR35 beta-arrestin-GFP translocation imaging, zaprinast antagonism; higher % means a stronger effect; actives 0.052% (n = 290,000); one-dose inhibition, % at 10 µM; IC50 in µM for titrated hits;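 active = inhibition of at least 50% with at least 30 cells and total cytoplasm GFP at most 10,000,000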
Hep lipid drop – hepatic lipid droplet formation modulation. actives 0.4% (n = 240,000). inhibition, % at 6.5 µM. AML12 mouse hepatocytes, oleate lipid droplets, BODIPY imaging;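 active = lipid droplet intensity inhibited by at least 50%, with more than 500 cells counted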
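Material – mouse AML12 hepatocyte cell line, fixed after treatment · Compound dosing – one dose, 6.5 µM compound · Times – compound with oleate, overnight · Measured by – Image-based BODIPY and DAPI two-channel analysis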
GPR55 LPI antagonism – GPR55 antagonists blocking LPI-driven arrestin recruitment, primary screen, imaging, U2OS, beta-arrestin-GFP, LPI agonist (AID 2013); U2OS GPR55 beta-arrestin-GFP translocation imaging, LPI antagonism; higher % means a stronger effect; inhibition, % at 10 µM; hits with a dose series show IC50 in µM; actives 0.13% (n = 290,000);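 active = spots per cell inhibited over 60%, with over 100 cells counted and total cytoplasm intensity under 500,000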;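 also: U2OS cells stably carrying GPR55 and arrestin-GFP stimulated by 5 µM LPI near EC80; imaged beta-arrestin-GFP aggregate spots per cell after agonist stimulation; plate controls were LPI-stimulated DMSO wells for no effect and DMSO wells without LPI for full effect; some results filed as inactive read as strong as hits; confirmed hits need IC50 under 10 µM and bright autofluorescent wells are also inconclusive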
NTR1 ag – agonists of NTR1, primary screen, imaging, U2OS cells, beta-arrestin-GFP, high content (AID 493036) | P30989 | NTR1-U2OS beta-arrestin-GFP spot imaging, agonist mode | activation, % at 20 µM | actives 0.17% (n = 330,000);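 active = activation at or above 40% of the spot to cytoplasm intensity ratio, with at least 20 cells analyzed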;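 also: 0% = DMSO without peptide and 100% = 100 nM NTR1 peptide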
Target sequence (P30989 whole entry, looked up): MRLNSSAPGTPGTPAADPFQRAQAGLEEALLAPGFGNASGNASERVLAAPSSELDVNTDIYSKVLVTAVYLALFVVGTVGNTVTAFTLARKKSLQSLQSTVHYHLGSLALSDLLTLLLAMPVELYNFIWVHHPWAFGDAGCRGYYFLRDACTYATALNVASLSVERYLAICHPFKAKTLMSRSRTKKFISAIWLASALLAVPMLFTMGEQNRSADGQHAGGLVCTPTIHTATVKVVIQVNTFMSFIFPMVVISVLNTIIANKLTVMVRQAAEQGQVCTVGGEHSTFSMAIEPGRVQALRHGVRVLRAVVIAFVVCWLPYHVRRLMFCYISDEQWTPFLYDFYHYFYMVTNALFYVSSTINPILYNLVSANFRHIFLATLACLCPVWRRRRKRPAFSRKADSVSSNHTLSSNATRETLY
Rac1 GTP hydrolysis – MgcRacGAP GTPase-activating activity inhibitors, confirmation, biochemical, ADP Hunter fluorescence; inhibition, % at 30 µM, or IC50 in µM where a hit was titrated; MgcRacGAP-stimulated Rac1 GTP hydrolysis, ADP Hunter fluorescence; higher % means a stronger effect; GST-tagged Rac1 F28L mutant substrate; actives 0.6% (n = 340,000);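 active = first-screen hits whose inhibition reached a set limit at any dose in the follow-up dose series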;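 also: fluorescence reports GDP produced by GAP-driven GTP hydrolysis; strong numbers were not always called active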
LYP inhibition – PTPN22 lymphoid phosphatase activity blockers – biochemical, fluorescence intensity, uHTS (AID 1779). recombinant LYP phosphatase, fluorescence intensity; higher % means a stronger effect. one-dose inhibition, % at 11.5 µM; IC50 in µM for titrated hits. actives 0.054% (n = 290,000); in the data active = inhibition above about 50%;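 also: plate controls were vehicle with enzyme for no effect and no enzyme for full effect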
Hep lipid drop cells 6.5 µM – second read-out of Hep lipid drop, no call of its own (marks repeat the call); cell count; measured here: cell count, cytotoxicity flag;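 cells counted across two imaged fields per well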
T cell modulator vesicle-bound % – also measured in T cell modulator; calls as there; double positive events, %; measured here: CD8+ vesicle-bound cell fraction;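 binding gate set so that unloaded-vesicle control wells show 10% double positive cells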
NTR1 ag cell count 20 µM – second read-out of NTR1 ag, no call of its own (marks repeat the call); cell count; measured here: cell count, cytotoxicity flag
Active calls of the source: *; i = inactive; / = not tested or not shown.

SMILES	T cell modulator	T cell modulator vesicle-bound %	GPR55 activation	SV40 large T antigen	GPR35 arrestin U2OS	Hep lipid drop	Hep lipid drop cells 6.5 µM	GPR55 LPI antagonism	NTR1 ag	NTR1 ag cell count 20 µM	Rac1 GTP hydrolysis	LYP inhibition
O=S(=O)(NCCSc1ccc(Cl)cc1)c1ccc2c(c1)OCCO2	i	0	-0.1%	-2%	1%	2	728	1%	-0.1	65	3%	-4%
O=C(Nc1ccc(Cl)cc1C(=O)O)c1ccc2c(c1)C(=O)N(Cc1ccco1)C2=O	i	19	-0.3%	14%	-4%	-14	592	6%	1.0	84	11%	-2%
CCCN1C(=O)C2C(C(=O)Nc3cccc(OC)c3)C3C=CC2(O3)C1C(=O)NC1CCCCC1 (stereo not given)	i	40	0.0%	-1%	-5%	/	/	19%	-5.4	85	2%	-3%
O=C(c1cccs1)N1CCN(S(=O)(=O)N2CCCCC2)CC1	i	41	0.2%	-3%	9%	-1	798	2%	0.9	55	4%	5%
O=S(=O)(c1ccc2c(c1)N(Cc1ccc(Cl)cc1)C1CCCN21)N1CCOCC1 (stereo not given)	i	37	-0.3%	-10%	7%	/	/	5%	-0.2	58	10%	-7%
COc1ccc(C(=O)OCC(=O)NCCCc2ccccc2)c(OC)c1	i	48	0.0%	20%	-4%	29	853	2%	0.3	88	13%	-4%
O=C(O)C1(P(=O)(c2ccc(Cl)cc2)c2ccc(Cl)cc2)CC1	i	55	-0.1%	1%	2%	2	574	11%	-1.1	42	9%	-5%
COc1cc(-c2nc3c4ccccc4nc(=S)n3[nH]2)cc(OC)c1OC	i	64	-0.3%	19%	7%	16	757	8%	6.6	52	15%	-6%
Cc1nnsc1-c1nnc(SCC(=O)c2ccc(F)cc2)n1C1CC1	i	34	0.0%	10%	9%	8	704	13%	-0.2	45	0%	-4%
CC(C)NC(=S)N/N=C1\CCCCC1C1CCCCC1 (stereo not given)	i	28	-0.2%	8%	6%	-6	722	29%	10	87	-9%	11%
CN(C(=S)NC(=O)CCCOc1ccc(Cl)cc1Cl)c1ccccc1	i	35	-0.1%	16%	9%	20	820	-3%	1.1	42	7%	-11%
CCOC(=O)C1=C(COC(=O)c2cccc(NC(C)=O)c2)NC(=O)NC1C (stereo not given)	i	33	/	13%	/	/	/	/	-1.2	54	7%	/
CCN(CC)S(=O)(=O)c1ccc(N(C)C)c(NC(=O)C2CCCC2)c1	i	21	-0.2%	11%	6%	-2	695	3%	2.6	51	15%	-6%
CC1=Nc2cc(C(=O)NCCCN3CCN(C)CC3)ccc2Sc2ccc(C)cc21	i	11	0.2%	30%	1%	-9	818	-2%	-0.1	76	-9%	-14%
CC1=CC(C)(C)Nc2ccc(Cc3ccc4c(c3)C(C)=CC(C)(C)N4)cc21	i	38	0.3%	21%	5%	45	690	3%	4.0	58	13%	5%
COc1cc(S(=O)(=O)N2CCC(C(N)=O)CC2)c(C)cc1C	i	40	0.2%	1%	17%	-19	628	-9%	1.1	43	3%	-1%
COc1ccccc1CC(=O)Nc1cccc(C(=O)Nc2nccs2)c1	i	44	0.3%	6%	-7%	33	800	-2%	3.1	49	5%	-7%
Cc1ccn2c(C(=O)NN=C3CCCCCCC3)c(C)nc2c1	i	54	-0.1%	-10%	2%	22	628	-6%	-0.8	55	-1%	-3%
CSc1ccc(C2c3[nH]c4ccccc4c3CCN2C(=O)c2ccnn2C)cc1 (stereo not given)	i	58	0.2%	0%	-12%	-3	694	-2%	3.4	85	-1%	6%
O=C(CN1C(=O)CSC1=O)Nc1ccc(F)c(F)c1F	i	6	-0.1%	-8%	1%	/	/	8%	-0.6	84	2%	-3%

13 entries from above, with values under each structure:
The line under a structure holds: T cell modulator | T cell modulator vesicle-bound % | GPR55 activation | SV40 large T antigen | GPR35 arrestin U2OS | Hep lipid drop | Hep lipid drop cells 6.5 µM | GPR55 LPI antagonism | NTR1 ag | NTR1 ag cell count 20 µM | Rac1 GTP hydrolysis | LYP inhibition
> O=S(=O)(c1ccc2c(c1)N(Cc1ccc(Cl)cc1)C1CCCN21)N1CCOCC1 (stereo not given)
  i | 37 | -0.3% | -10% | 7% | / | / | 5% | -0.2 | 58 | 10% | -7%
> COc1ccc(C(=O)OCC(=O)NCCCc2ccccc2)c(OC)c1
  i | 48 | 0.0% | 20% | -4% | 29 | 853 | 2% | 0.3 | 88 | 13% | -4%
> O=C(O)C1(P(=O)(c2ccc(Cl)cc2)c2ccc(Cl)cc2)CC1
  i | 55 | -0.1% | 1% | 2% | 2 | 574 | 11% | -1.1 | 42 | 9% | -5%
> COc1cc(-c2nc3c4ccccc4nc(=S)n3[nH]2)cc(OC)c1OC
  i | 64 | -0.3% | 19% | 7% | 16 | 757 | 8% | 6.6 | 52 | 15% | -6%
> Cc1nnsc1-c1nnc(SCC(=O)c2ccc(F)cc2)n1C1CC1
  i | 34 | 0.0% | 10% | 9% | 8 | 704 | 13% | -0.2 | 45 | 0% | -4%
> CC(C)NC(=S)N/N=C1\CCCCC1C1CCCCC1 (stereo not given)
  i | 28 | -0.2% | 8% | 6% | -6 | 722 | 29% | 10 | 87 | -9% | 11%
> CN(C(=S)NC(=O)CCCOc1ccc(Cl)cc1Cl)c1ccccc1
  i | 35 | -0.1% | 16% | 9% | 20 | 820 | -3% | 1.1 | 42 | 7% | -11%
> CCOC(=O)C1=C(COC(=O)c2cccc(NC(C)=O)c2)NC(=O)NC1C (stereo not given)
  i | 33 | / | 13% | / | / | / | / | -1.2 | 54 | 7% | /
> CCN(CC)S(=O)(=O)c1ccc(N(C)C)c(NC(=O)C2CCCC2)c1
  i | 21 | -0.2% | 11% | 6% | -2 | 695 | 3% | 2.6 | 51 | 15% | -6%
> CC1=Nc2cc(C(=O)NCCCN3CCN(C)CC3)ccc2Sc2ccc(C)cc21
  i | 11 | 0.2% | 30% | 1% | -9 | 818 | -2% | -0.1 | 76 | -9% | -14%
> CC1=CC(C)(C)Nc2ccc(Cc3ccc4c(c3)C(C)=CC(C)(C)N4)cc21
  i | 38 | 0.3% | 21% | 5% | 45 | 690 | 3% | 4.0 | 58 | 13% | 5%
> COc1cc(S(=O)(=O)N2CCC(C(N)=O)CC2)c(C)cc1C
  i | 40 | 0.2% | 1% | 17% | -19 | 628 | -9% | 1.1 | 43 | 3% | -1%
> COc1ccccc1CC(=O)Nc1cccc(C(=O)Nc2nccs2)c1
  i | 44 | 0.3% | 6% | -7% | 33 | 800 | -2% | 3.1 | 49 | 5% | -7%

Later entries
SMILES	T cell modulator	T cell modulator vesicle-bound %	GPR55 activation	SV40 large T antigen	GPR35 arrestin U2OS	Hep lipid drop	Hep lipid drop cells 6.5 µM	GPR55 LPI antagonism	NTR1 ag	NTR1 ag cell count 20 µM	Rac1 GTP hydrolysis	LYP inhibition
CCCC1C(=O)Nc2ccccc2N1C(=O)c1ccc(C(C)(C)C)cc1 (stereo not given)	i	30	-0.1%	1%	-6%	-10	713	4%	28	52	5%	1%
CC1CCCC(C)N1CCCNC(=O)C(=O)Nc1ccc2nc3n(c(=O)c2c1)CCCCC3 (stereo not given)	i	40	1.6%	9%	5%	12	692	14%	0.4	57	7%	-8%
CC(=O)c1cccc(NC(=S)NC(=O)Cc2ccccc2)c1	i	44	-0.1%	7%	5%	0	646	5%	0.5	55	2%	3%
CCOc1ccc(N2C(=O)c3cccnc3C2Nc2ccc(Cl)cc2)cc1 (stereo not given)	i	39	0.3%	-1%	18%	/	/	-1%	2.5	84	6%	-6%
CN(Cc1ccccc1)C(=O)COC(=O)C1CCN(S(=O)(=O)c2ccc3c(c2)OCCO3)CC1	i	19	/	10%	/	/	/	/	1.3	58	2%	/
O=C(Nc1ccc(F)cc1)c1cccc(N2C(=O)c3ccccc3C2=O)c1	i	34	-0.1%	-3%	-5%	-2	808	-1%	2.4	41	9%	-2%
CN(CCC#N)C(=O)COC(=O)C1c2ccccc2Oc2ccccc21	i	25	-0.1%	5%	1%	6	740	7%	0.0	51	1%	-6%
COCCCNC(=O)Cn1cnc2sc(C)c(S(=O)(=O)N3CCN(c4ncccn4)CC3)c2c1=O	i	48	0.6%	6%	5%	3	698	10%	3.3	36	5%	-4%
CCn1cc(C(=O)N2CCN(c3ccc([N+](=O)[O-])cc3)CC2)c(=O)c2ccc(C)nc21	i	38	-0.3%	12%	2%	-10	673	-10%	0.3	85	13%	-1%
CCS(=O)(=O)Nc1cccc(C(=O)CC2(O)C(=O)Nc3ccccc32)c1 (stereo not given)	i	41	0.1%	6%	0%	/	/	4%	-1.2	93	4%	-2%
CC(C)Oc1ccc(C(CC(=O)O)NC(=O)c2cccs2)cc1 (stereo not given)	i	7	-0.1%	0%	2%	21	716	10%	-0.3	75	-3%	-9%
CCOc1ccc2nc(N3CCCC(C(=O)N4CCN(CC)CC4)C3)sc2c1 (stereo not given)	i	0	0.4%	4%	-6%	/	/	-8%	-0.8	73	16%	-8%
O=C1CC(c2cccs2)c2cc3c(cc2N1)OCO3 (stereo not given)	i	47	-0.2%	4%	7%	/	/	6%	3.4	71	3%	-1%
Cc1cccc(C)c1NC(=O)CCS(=O)(=O)c1cccc2nsnc12	i	56	0.5%	6%	-5%	-7	845	0%	0.1	80	-6%	-3%
O=c1[nH]c(Nc2nc3ccccc3o2)nc2c1CCCC2	i	10	-0.1%	2%	-11%	/	/	0%	2.6	41	8%	0%
COC(=O)c1ccccc1NC(=O)Cn1ccnc1	i	14	-0.3%	8%	-4%	2	744	7%	-0.6	111	4%	-6%
